BL2 CD40 inh = inhibitors of CD40-induced NF-kB signaling, primary screen, BL2 cells, luciferase reporter, single point | CD40L-induced, 4 h | inhibition, % at 10 µM | 0.94% of 83,000 active | AID 1053188, 2014;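 active = mean inhibition of at least 50% with a set share of replicates also reaching that level; inconclusive = no clear call, values can overlap the other calls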;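 also: 0% = neutral control wells and 100% = IKK inhibitor VII at 50 µM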
* = called active by the depositor; & = joins results of further samples; [ ] = another dose, or the depositor's remark. Not all compounds are listed; count on the stated rates, not on these rows.

Start of the data: the first 7 compounds as a preview:
Results for CC(C)C(=O)Nc1ccc([N+](=O)[O-])cc1Br ?
BL2 CD40 inh: -2

What do the screens show for `O=C(Nc1nnc(-c2cccnc2)s1)c1cccs1`?
BL2 CD40 inh: -31

What do the screens show for `C[C@H](CO)N1C[C@H](C)[C@H](CN(C)S(=O)(=O)c2ccc(F)cc2)OCc2ccccc2-c2ccccc2C1=O`?
BL2 CD40 inh: -3

Results for O=C(Nc1nc(-c2ccc3c(c2)OCCO3)cs1)c1ccco1 ?
BL2 CD40 inh: -5

Results for O=C(NCCCNC(=O)c1ccco1)c1ccco1 ?
BL2 CD40 inh: 5

How did Cc1noc(C)c1NC(=O)Nc1ccc2c(c1)C(=O)N(C)[C@@H]1CC[C@H](CC(=O)N[C@H]3CCN(Cc4ccccc4)C3)O[C@H]1CO2 do in these assays?
BL2 CD40 inh: 1[25 µM]

What do the screens show for `CC(C)(C)c1ccc(OCCCC(=O)Nc2cccc(S(=O)(=O)N3CCOCC3)c2)cc1`?
BL2 CD40 inh: -18

The whole of this part, from the first entry:
Results for CC(C)C(=O)Nc1ccc([N+](=O)[O-])cc1Br ?
BL2 CD40 inh: -2

What do the screens show for `O=C(Nc1nnc(-c2cccnc2)s1)c1cccs1`?
BL2 CD40 inh: -31

What do the screens show for `C[C@H](CO)N1C[C@H](C)[C@H](CN(C)S(=O)(=O)c2ccc(F)cc2)OCc2ccccc2-c2ccccc2C1=O`?
BL2 CD40 inh: -3

Results for O=C(Nc1nc(-c2ccc3c(c2)OCCO3)cs1)c1ccco1 ?
BL2 CD40 inh: -5

Results for O=C(NCCCNC(=O)c1ccco1)c1ccco1 ?
BL2 CD40 inh: 5

How did Cc1noc(C)c1NC(=O)Nc1ccc2c(c1)C(=O)N(C)[C@@H]1CC[C@H](CC(=O)N[C@H]3CCN(Cc4ccccc4)C3)O[C@H]1CO2 do in these assays?
BL2 CD40 inh: 1[25 µM]

What do the screens show for `CC(C)(C)c1ccc(OCCCC(=O)Nc2cccc(S(=O)(=O)N3CCOCC3)c2)cc1`?
BL2 CD40 inh: -18

Results for O=C(c1ccco1)N(c1ccccn1)c1ccccn1 ?
BL2 CD40 inh: 4

How did COCCCNC(=O)C1CCC(=O)N(c2ccc3c(c2)OCO3)C1c1ccc(OC)cc1 (stereo not drawn) do in these assays?
BL2 CD40 inh: -2

How did C[C@H]1CN(C)C(=O)c2cc(N(C)C)ccc2O[C@@H]1CN(C)S(C)(=O)=O do in these assays?
BL2 CD40 inh: -1

Results for N#Cc1c(N)n[nH]c1CCCN ?
BL2 CD40 inh: 6

How did C[C@@H](NC(=O)C[C@@H]1CC[C@H]2[C@@H](COc3ccc(NC(=O)C4CCOCC4)cc3C(=O)N2C)O1)c1ccccc1 do in these assays?
BL2 CD40 inh: 2[25 µM]

How did O=C(CN1CCN(Cc2ccccc2)CC1)N1CCCc2c1c(=O)oc1ccc(O)cc21 do in these assays?
BL2 CD40 inh: inconclusive

How did COC(=O)Cc1ccc(O)c(N)c1 do in these assays?
BL2 CD40 inh: 5

What do the screens show for `O=C(COc1ccc2c(c1)OCO2)Nc1nccs1`?
BL2 CD40 inh: 47*

What do the screens show for `O=C(c1cccnc1)n1nc(-c2ccco2)nc1NCc1cccs1`?
BL2 CD40 inh: -7

How did CC(C)c1ccc(NC(=O)[C@H]2CSCN2C(=O)[C@@H]2CCC(=O)N2)cc1 do in these assays?
BL2 CD40 inh: -16

Results for O=C(NCCCNC(=O)c1ccccn1)c1ccccn1 ?
BL2 CD40 inh: 0

How did Cc1nc(NC(C)C)c2cnn(CCc3ccccc3)c2n1 do in these assays?
BL2 CD40 inh: -61

How did CC1CCCN(C(=O)NC2CC(=O)N(c3ccc4c(c3)OCCO4)C2)C1 (stereo not drawn) do in these assays?
BL2 CD40 inh: 5

How did O=C(NCCCN1CCCC1=O)C1CCN(S(=O)(=O)c2cccc(Cl)c2Cl)CC1 do in these assays?
BL2 CD40 inh: 1

Results for CCS(=O)(=O)N1Cc2cc(C(=O)NCCOC)nc(-c3cccc(-c4ccncc4)c3)c2[C@@H]1CCO ?
BL2 CD40 inh: -1[25 µM]

How did Cc1ccc(OCC(=O)N(C)CC(=O)Nc2ccccc2Cl)c([N+](=O)[O-])n1 do in these assays?
BL2 CD40 inh: 0

What do the screens show for `COc1cc(Cl)ccc1OCc1cc(C(=O)N(C)C2CCOC2)no1` (stereo not drawn)?
BL2 CD40 inh: -91

What do the screens show for `COCC(=O)N1[C@H](C#N)[C@@H](c2ccccc2-c2cccc(F)c2)[C@@H]1CO`?
BL2 CD40 inh: -7[25 µM]

What do the screens show for `CC(C)C#Cc1ccc([C@@H]2[C@H](CO)N3C(=O)CN(C(=O)NC4CCCCC4)C[C@@H]23)cc1`?
BL2 CD40 inh: -2

What do the screens show for `COc1ccc(S(=O)(=O)N2CCCCCC2)cc1NC(=O)c1ccccc1`?
BL2 CD40 inh: 12

Results for CC(=O)Cn1ncc(Br)c(Br)c1=O ?
BL2 CD40 inh: 99*

How did CCS(=O)(=O)NCCNc1ccc([N+](=O)[O-])cc1 do in these assays?
BL2 CD40 inh: -2

Results for COc1ccc(C2=CSC3=NNC4(CCCCC4)NN23)cc1 ?
BL2 CD40 inh: -4

How did CCOC(=O)N1CCN(C(=O)c2noc3c2COc2ccccc2-3)CC1 do in these assays?
BL2 CD40 inh: -56

Results for COC(=O)Cn1cnc2sc(C)c(S(=O)(=O)N3CCC(C)CC3)c2c1=O ?
BL2 CD40 inh: 8

How did O=c1c(Cc2c(F)cccc2Cl)c(O)ccn1Cc1ccc(F)cc1 do in these assays?
BL2 CD40 inh: 4

Results for O=C(CCC(=O)N1CCN(S(=O)(=O)c2ccc(Cl)cc2)CC1)NCc1cccc(C(F)(F)F)c1 ?
BL2 CD40 inh: 19

What do the screens show for `CCOc1ccc(C(=O)NCC(=O)NNC(=O)c2cc(C)oc2C)cc1OCC`?
BL2 CD40 inh: 12

Results for CCc1cc(C(=O)N2CCN(C(=O)c3ccco3)CC2)sc1C ?
BL2 CD40 inh: 2

What do the screens show for `CC(O)Cc1nsc(NC(=O)c2cccs2)n1` (stereo not drawn)?
BL2 CD40 inh: -15

How did O=C(NC1CC1)c1cc2ccccc2o1 do in these assays?
BL2 CD40 inh: -4

What do the screens show for `COc1ccc2nc(SCc3cnc(C)nc3N)[nH]c2c1`?
BL2 CD40 inh: 7

What do the screens show for `CCN(CC)S(=O)(=O)c1ccc(-c2csc(C)n2)cc1`?
BL2 CD40 inh: -16

Results for O=C(Nc1ccc(C(F)(F)F)cc1)N1C[C@@H]2N[C@H](C1)C2c1ccc(/C=C/c2ccccc2)cc1 (stereo partly drawn) ?
BL2 CD40 inh: 45&26

Results for Cc1ccc(NC(=S)N2CCCCC2CO)cc1C (stereo not drawn) ?
BL2 CD40 inh: -19

What do the screens show for `COc1cc(C(CC(=O)Nc2ccccn2)N2Cc3ccccc3C2=O)cc(OC)c1OC` (stereo not drawn)?
BL2 CD40 inh: 3

How did Cn1nnc2cc(NC(=O)Nc3ccccc3F)ccc21 do in these assays?
BL2 CD40 inh: -2

Results for COc1ccc(C(=O)N(Cc2nc(-c3ccc(C)cc3)no2)C2CCCCC2)cc1OC ?
BL2 CD40 inh: 4

How did CCOc1ccc(-c2cc(CCCC(=O)N3CCN(c4ccc(OC)cc4)CC3)no2)cc1 do in these assays?
BL2 CD40 inh: -3

How did N#Cc1cc(Oc2cccc3cccnc23)c(-n2nnc3ccccc32)cc1C#N do in these assays?
BL2 CD40 inh: 3

What do the screens show for `COc1ccc(-c2csc(NC(=O)CS(=O)(=O)c3ccccc3)n2)cc1`?
BL2 CD40 inh: 6

What do the screens show for `CCCCNC(=O)CCNC(=O)c1ccc(C(C)(C)C)cc1`?
BL2 CD40 inh: 8

What do the screens show for `Cc1cc(C(F)(F)F)nn1CC(=O)Nc1ccc(Br)c2cccnc12`?
BL2 CD40 inh: -2

What do the screens show for `Cc1ccc(NC(=O)N2CCN(C(=O)C3CCCO3)CC2)cc1` (stereo not drawn)?
BL2 CD40 inh: 2

How did Cc1ccc(O)c(C(=O)c2cnc3c(c2)CN(C)C(=O)N3)c1 do in these assays?
BL2 CD40 inh: 9

Results for CSc1nc2c(ccc3ccccc32)o1 ?
BL2 CD40 inh: 10

How did O=C(Nc1ccccc1)OC1CCS(=O)(=O)C1 (stereo not drawn) do in these assays?
BL2 CD40 inh: 10

What do the screens show for `CN(C(=O)COC(=O)c1ccc2c(c1)OCO2)C1CCS(=O)(=O)C1` (stereo not drawn)?
BL2 CD40 inh: -1

Results for O=C(Nc1ccsc1C(=O)N1CCCC1)c1ccccc1 ?
BL2 CD40 inh: 1

Results for O=C(CN1C(=O)NC(c2ccccc2)(c2ccccc2)C1=O)Nc1ccc(N2CCOCC2)cc1 ?
BL2 CD40 inh: 3

How did O=C(Nc1ccc(F)c(F)c1)C1=COCCO1 do in these assays?
BL2 CD40 inh: 2

Results for O=C(Nc1cc(S(=O)(=O)N2CCOCC2)ccc1N1CCCC1)c1cc(F)c(F)cc1Cl ?
BL2 CD40 inh: 3

How did CCN(CC)C1CCS(=O)(=O)C1 (stereo not drawn) do in these assays?
BL2 CD40 inh: 5

How did CC(C(=O)Nc1ccon1)N1C(=O)c2ccccc2S1(=O)=O (stereo not drawn) do in these assays?
BL2 CD40 inh: 8

Results for CCOC(=O)C1(CCCc2ccccc2)CCN(Cc2ccn[nH]2)CC1 ?
BL2 CD40 inh: 4

What do the screens show for `CCCCn1c(N)c(N(CCOC)C(=O)c2ccc(Br)s2)c(=O)[nH]c1=O`?
BL2 CD40 inh: 5

How did CN(C)S(=O)(=O)c1cc(NC(=O)COC(=O)C2COc3ccccc3O2)ccc1Cl (stereo not drawn) do in these assays?
BL2 CD40 inh: 0

What do the screens show for `COc1ccc(-c2ccc(C3[C@H]4CNC[C@@H]3N4Cc3nccs3)cc2)cc1` (stereo partly drawn)?
BL2 CD40 inh: -2

What do the screens show for `O=C(Nc1ccc(N2CCOCC2)cc1)c1ccc(Br)o1`?
BL2 CD40 inh: -14

What do the screens show for `COc1ccc(NC(=O)COc2coc(CN3CCN(c4ccccc4)CC3)cc2=O)cc1`?
BL2 CD40 inh: 16

Results for Cc1ccccc1N(CC(N)=O)S(C)(=O)=O ?
BL2 CD40 inh: 7

What do the screens show for `CC(C)n1nnc2ccccc2c1=O`?
BL2 CD40 inh: 4

Results for CN(CCC1CCOCC1)C(=O)CC1C(=O)NCCN1Cc1ccoc1 (stereo not drawn) ?
BL2 CD40 inh: 5

How did N#Cc1ccccc1S(=O)(=O)N1CCN(C(=O)CCC2CCCC2)CC1 do in these assays?
BL2 CD40 inh: 12

What do the screens show for `O=C(NC1CCCC1)N1CCCCN2[C@H](C1)[C@H](c1ccc(-c3cccnc3)cc1)[C@@H]2CO`?
BL2 CD40 inh: 1[25 µM]

Results for COc1ccc2oc(C(=O)OCC(=O)NC3(C#N)CCCC3)c(C)c2c1 ?
BL2 CD40 inh: -2

How did c1ccc(C2(Cn3ccc4ccccc43)OCCO2)cc1 do in these assays?
BL2 CD40 inh: 8

Results for Clc1ccc(OCCN2CCN(c3ncnc4sccc34)CC2)cc1 ?
BL2 CD40 inh: 22

What do the screens show for `O=C1CC(c2ccccc2)=NO1`?
BL2 CD40 inh: 2

Results for COc1cc(/C=C2\SC(=O)N(CCNC(=O)c3c(C)noc3C)C2=O)cc(OC)c1OC ?
BL2 CD40 inh: 11

How did COc1ccccc1-c1nn(-c2ccccc2)cc1C(=O)N1CCc2ccccc2C1 do in these assays?
BL2 CD40 inh: 14

How did O=C(NCC(c1ccco1)N1CCN(c2ccc(F)cc2)CC1)C(=O)NC1CC1 (stereo not drawn) do in these assays?
BL2 CD40 inh: -3

What do the screens show for `Brc1ccc(C2=CSC3=NCCN23)cc1`?
BL2 CD40 inh: 7

How did COc1ccc(OCC(=O)Nc2ccc3oc(-c4ccncc4)nc3c2)cc1 do in these assays?
BL2 CD40 inh: 16

What do the screens show for `O=S(=O)(NCC(c1cccnc1)N1CCN(Cc2ccccc2)CC1)c1ccccc1` (stereo not drawn)?
BL2 CD40 inh: 11

How did CCN(C[C@@H]1[C@@H](c2ccccc2)[C@H](CO)N1CC1CC1)C(=O)c1cccc(F)c1 do in these assays?
BL2 CD40 inh: 1[25 µM]

Results for CCC(CC)NC(=O)c1ccc(Cl)cc1 ?
BL2 CD40 inh: 2

What do the screens show for `Cc1nonc1NC(=O)c1ccc(Cl)c(S(=O)(=O)N2CCCCC2)c1`?
BL2 CD40 inh: -3

What do the screens show for `CCOC(=O)c1ccc(NS(=O)(=O)c2cc3c4c(c2)CCN4C(=O)CC3)cc1`?
BL2 CD40 inh: -5

What do the screens show for `CC(C)C[C@H](NC(=O)NCc1ccc(Cl)cc1)C(=O)O`?
BL2 CD40 inh: 16

Results for O=C1C(c2ccc(F)cc2)N(C2CCCCC2)C(=O)CN1C1CCCC1 (stereo not drawn) ?
BL2 CD40 inh: 16

How did COc1cccc(NC(=O)N(C)C[C@@H]2Oc3ncc(/C=C/c4ccccc4)cc3C(=O)N([C@H](C)CO)C[C@H]2C)c1 do in these assays?
BL2 CD40 inh: -7[25 µM]

What do the screens show for `CC1CCCC(C)N1C(=O)COc1ccc([N+](=O)[O-])cc1Cl` (stereo not drawn)?
BL2 CD40 inh: -19

How did COc1ccc(NC(=S)NC23CN4CN(CN(C4)C2)C3)c(OC)c1 do in these assays?
BL2 CD40 inh: -7

How did C[C@H]1CN([C@@H](C)CO)C(=O)CCCn2cc(nn2)CO[C@@H]1CN(C)Cc1ccccc1C(F)(F)F do in these assays?
BL2 CD40 inh: -8[25 µM]

Pulled by compound from the entries so far, 2 records:
How did COc1ccc(OCC(=O)Nc2ccc3oc(-c4ccncc4)nc3c2)cc1 do in these assays?
BL2 CD40 inh: 16

How did CCOC(=O)N1CCN(C(=O)c2noc3c2COc2ccccc2-3)CC1 do in these assays?
BL2 CD40 inh: -56

Screening results: PubChem, Broad Institute
